Source: PubChem BioAssay (The Scripps Research Institute Molecular Screening Center)
SIAE inh: blocks human sialic acid acetylesterase; Q9HAT2; SIAE FP-Rh probe binding, fluorescence polarization; inhibition, % at 9.66 µM; 0.69% of 370,000 active; AID 1053197;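 active = inhibition above a cutoff: mean of compounds within the control limits plus 3 SD of those, cut at about 17% in these data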;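 note: 0% = plate median of compound wells and 100% = probe without SIAE protein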
TDP2 absorb: blocks human TDP2 phosphodiesterase activity; AID 720702; recombinant TDP2, T5PNP hydrolysis, p-nitrophenol absorbance 415 nm; inhibition, % at 12.8 µM; O95551; 0.34% of 370,000 active;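 active = inhibition above the mean of all tested compounds plus 3 SD, set per campaign, cut at about 25% in these data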;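 note: 0% = DMSO with enzyme and 100% = buffer with substrate but no TDP2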
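Material: recombinant human TDP2; quantity: TDP2 enzyme at 120 nM final; medium: Tris-HCl pH 7.5 with MgCl2; compound: single concentration, 12.8 µM nominal, with 1% DMSO; incubation: 2 h enzyme incubation at 37 °C; signal: epi absorbance; measure: percent inhibition; benchmarks: high control without enzyme, low control DMSO plus TDP2; repeats: singlicate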
HTRA1 inhibitor: blocks human HTRA1 serine peptidase; recombinant HTRA1, FP-rhodamine activity-based probe, fluorescence polarization; inhibition, % at 5.96 µM; 0.5% of 340,000 active; AID 504803; Q92743; in the data active = inhibition above about 36%;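 note: 0% = enzyme with DMSO and 100% = wells lacking enzyme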
ABHD4 inh: ABHD4 (mouse) inhibition, primary FP screen; Q8VD66; purified mABHD4, FP-Rh probe fluorescence polarization; inhibition, % at 8.92 µM; 0.54% of 370,000 active; AID 720543;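 active = inhibition exceeding the mean over every tested compound plus 3 SD, cut at about 30% in these data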;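 note: 0% = plate median of compound wells and 100% = S159A mutant with DMSO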
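Assay system: mouse ABHD4 enzyme, wild type / Also added: fluorescent activity-based probe FP-Rh / Doses: single nominal dose of 8.92 µM, 0.89% DMSO final / Timing: 45 min compound pre-incubation plus 60 min probe step, 25 °C / Signal: FP readout, ex 525 nm / em 598 nm / Control set: S159A mutant/DMSO as 100%, compound-well median as 0%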
LEDGF integ inh: blocks HIV-1 LEDGF/p75-dependent DNA integration. TR-FRET IN-LEDGF/p75 DNA integration, Eu/Cy5. inhibition, % at 3.7 µM. 0.64% of 370,000 active;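 active = inhibition above the screen-wide mean plus 3 SD, cut at about 13% in these data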;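 note: signal is the Cy5 over europium emission ratio at 671 and 618 nm; 0% = plate median of compound wells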
UHRF1 MBD2 ctr: human UHRF1 methylated DNA binding inhibitors; 0.75% of 370,000 active; Q96T88; UHRF1 binding to methylated oligo, TR-FRET; inhibition, % at 4.4 µM; in the data active = inhibition above about 21%;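 note: UHRF1 SRA domain binding a hemimethylated CpG hairpin DNA probe; 0% = median of test compound wells and 100% = reference inhibitor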
Target sequence (Q96T88 whole entry, looked up, the tested form may be a part): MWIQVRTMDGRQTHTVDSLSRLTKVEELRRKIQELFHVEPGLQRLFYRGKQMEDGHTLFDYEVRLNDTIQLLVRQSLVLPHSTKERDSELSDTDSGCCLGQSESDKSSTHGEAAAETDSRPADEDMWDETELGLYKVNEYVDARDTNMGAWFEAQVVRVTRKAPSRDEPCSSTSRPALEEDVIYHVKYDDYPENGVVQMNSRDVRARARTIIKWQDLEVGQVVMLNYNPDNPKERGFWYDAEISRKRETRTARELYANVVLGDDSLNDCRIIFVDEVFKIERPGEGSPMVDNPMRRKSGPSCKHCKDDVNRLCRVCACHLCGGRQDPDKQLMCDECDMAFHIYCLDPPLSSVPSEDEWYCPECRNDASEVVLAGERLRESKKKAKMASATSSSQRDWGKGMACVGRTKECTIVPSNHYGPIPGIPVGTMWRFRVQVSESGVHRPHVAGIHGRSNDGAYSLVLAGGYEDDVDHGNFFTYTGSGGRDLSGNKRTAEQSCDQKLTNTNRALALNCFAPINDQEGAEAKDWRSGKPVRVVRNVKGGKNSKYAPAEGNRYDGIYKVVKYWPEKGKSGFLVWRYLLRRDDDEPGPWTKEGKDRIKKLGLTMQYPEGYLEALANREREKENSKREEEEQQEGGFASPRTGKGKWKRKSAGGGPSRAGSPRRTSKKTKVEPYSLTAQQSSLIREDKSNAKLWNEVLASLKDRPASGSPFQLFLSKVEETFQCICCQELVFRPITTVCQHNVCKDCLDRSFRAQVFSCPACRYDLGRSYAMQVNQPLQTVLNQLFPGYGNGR
TCR-CD3 inh: inhibitors of human TCR-CD3 interaction; TAMRA-labeled TCR probe fluorescence, biochemical; inhibition, % at 9.4 µM; 0.37% of 360,000 active; AID 651800; in the data active = inhibition above about 19%;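 note: recombinant mutant TCR 2C K166C tagged with TAMRA read by polarization; 0% = receptor in buffer alone and 100% = receptor with positive control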
PG9 Ab binder: binds the HIV-1 gp120 antibody PG9; TR-FRET gp120-PG9 antibody binding; inhibition, % at 6.7 µM; 0.43% of 360,000 active; in the data active = inhibition above about 8.5%
Tn7 DDE FP: DD(E)-Tn7 binding inhibition, primary FP screen; FP displacement of FITC-Tn7 peptide from fibrin DD(E); 0% = median of compound wells per plate; 0.13% of 370,000 active; inhibition, % at 8.3 µM; AID 720508;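 active = inhibition above the mean of compounds falling within the control limits plus 3 SD of them, cut at about 14% in these data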;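 note: 0% = plate median of compound wells and 100% = 10 µM Aha-Tn7 peptide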
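Also added: labelled Tn7 tracer, 0.1 µM; Assay system: human fibrin DD(E) protein; Amount: 2 µM fibrin DD(E); Schedule: 10 min compound pre-incubation, 3 h probe incubation at room temperature; Repeats: one replicate per compound; Read-out basis: percent inhibition; Measured by: fluorescence polarization of the labelled Tn7 tracer.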
PRMT1 FP inh: inhibitors of human PRMT1; 1.3% of 370,000 active; AID 652257; inhibition, % at 2.79 µM; Q99873; recombinant PRMT1, activity-based probe fluorescence polarization;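 active = inhibition above about 21% made by adding two undisclosed values, limit read from the data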
Starred values were filed as active, the others as inactive; . = no result given.

canonical_smiles	SIAE inh	TDP2 absorb	HTRA1 inhibitor	ABHD4 inh	LEDGF integ inh	UHRF1 MBD2 ctr	TCR-CD3 inh	PG9 Ab binder	Tn7 DDE FP	PRMT1 FP inh
Cc1cc(Cl)c(S(=O)(=O)N2CCCCCC2)cc1OCC(N)=O	4	-2	2	3	4	-3	7	0.2	-4	-2
COc1ccc(CCNC(=O)CCn2c(=O)c3cccn3c3ccc(F)cc32)c(OC)c1OC	1	-10	1	-2	2	7	5	-0.7	-7	-1
Cc1ccc(CNC(=O)CCNS(=O)(=O)c2cccc3nonc23)cc1	7	6	2	-5	-3	-3	4	-1.4	-8	-2
C/C(=N\NC(=O)c1ccc(CSc2nncn2C)cc1)c1cccs1	-6	-7	9	-3	2	-2	2	-1.4	-2	-1
CC(C)(C)OC(=O)NC1CC2CCCC(C1)N2Cc1ccccc1 (centres undefined)	-6	-3	7	-1	-3	-3	-2	0.6	7	-3
O=C1c2ccccc2C(=O)N1CCSc1nncs1	1	0	3	3	0	-3	2	-0.5	-1	1
CCN1C(=O)C(CC(=O)Nc2ccc(C)cc2C)Nc2cc(S(=O)(=O)N(C)C)ccc21 (centres undefined)	4	1	3	-1	4	0	2	0.0	-2	-7
O=C(/C=C/[C@H]1O[C@@H](n2ccc(=O)[nH]c2=O)[C@H](O)[C@@H]1O)NCc1ccccc1	2	-1	.	-8	-5	0	0	-1.2	10	5
Cc1cc([N+](=O)[O-])c(=O)[nH]c1C	9	3	6	11	-3	-4	-9	0.5	-2	3
O=C(c1ccco1)N1CCc2[nH]nc(-c3ccccc3)c2C1	-1	7	3	0	0	-1	7	-2.2	-1	1
CC(=O)Nc1nc(-c2ccc([N+](=O)[O-])cc2)cs1	-9	1	1	0	-4	2	-3	0.0	5	6
COc1cccc(CNc2nnnn2C)c1OC	-6	-1	6	4	1	2	0	2.0	2	1
CCOc1ccc(NC(=O)CN2C(=O)COc3ccccc32)cc1	13	9	0	5	2	-2	-3	0.8	-5	-2
COC(=O)CNC(=O)CSc1nnc2cc(C)c3ccccc3n12	-6	-6	3	-14	4	1	-10	-1.5	6	4
Cc1ccc(C(=O)Nc2nc(N)n(-c3ccccc3)n2)cc1	0	2	.	9	-1	3	-1	0.2	2	4
Cc1n[nH]c(=O)nc1Nc1ccc(O)cc1	6	-1	-1	-1	5	-4	1	-0.6	-2	1
Cc1ccnc(NC(=O)c2ccc(COc3c(F)c(F)cc(F)c3F)o2)c1	-1	-2	-7	0	1	1	-4	3.5	3	3
COc1cc(NC(=O)c2cc([N+](=O)[O-])ccc2NC(=O)CNCc2ccccn2)cc(OC)c1	-6	16	-11	2	-1	-2	0	-2.0	0	3
COc1cccc(C(C(=O)NC2CCCC2)N2CCN(c3cc(C)nc4ccccc34)CC2)c1OC (centres undefined)	-1	8	.	19	-3	0	5	1.1	-7	-2
Nc1cccc(S(=O)(=O)c2ccc(N)c(N)c2)c1	0	-2	5	1	-3	-2	0	-6.5	-2	-1
Cc1nn2c(c1-c1ccccc1)NC1=C(C(=O)CCC1)C2c1ccccc1 (centres undefined)	10	4	-5	8	0	0	-2	1.1	-1	1
COc1cccc(N=Nc2c(=O)[nH]n3c(=O)cc(C)[nH]c23)c1	-2	1	2	8	0	-6	-7	-11	-5	5
Cc1c(S(=O)(=O)N2CC(C)CC(C)C2)c(=O)n(C)c(=O)n1C (centres undefined)	-2	-3	1	-3	-1	1	-8	-0.1	-7	-2
CC(=O)Oc1ccc(-c2ccc(C(=O)Nc3cccc(S(=O)(=O)N4CCOCC4)c3)cc2)cc1	-51	-3	-17	-21	-1	3	-1	-1.1	4	4
CCN(CCCNC(=O)CNC(=O)c1nn(-c2ccc(OC)cc2OC)c(=O)c2ccccc12)c1cccc(C)c1	-4	-23	-3	-7	-1	3	-9	0.2	-3	-4
CCN(C(=O)CSc1nnc(C)n1-c1ccc(C)cc1)c1c(N)n(Cc2ccccc2)c(=O)[nH]c1=O	1	-6	2	-9	1	3	-8	0.9	4	2
O=C1NC[C@@H](CCCCN2C[C@H](Cc3ccc(O)cc3)N(CC3CCCCC3)C(=O)C2=O)N(Cc2ccccc2)C1=O	-2	-6	.	-2	0	17	6	0.8	-6	1
O=C(NCc1ccccc1)c1cccc(F)c1F	2	1	-2	1	-5	3	1	0.5	-5	0
OC1(c2cccs2)CN(c2ccc(Br)cc2)C2=[N+]1CCCS2 (centres undefined)	-4	6	-10	-2	0	0	0	-1.9	-3	-1
O=C(c1cc2c(s1)CCCC2)N1CCN(Cc2ccc3c(c2)OCO3)CC1	-2	-7	-11	-2	0	7	-2	-0.3	10	1
N#CCSc1nc2c(sc(=S)n2Cc2ccco2)c(=O)n1-c1ccc(F)cc1	0	-7	-22	-18	0	0	-2	0.8	-2	9
CC(C)C(=O)Nc1ccc2nn(-c3ccccc3)nc2c1	-12	-9	-13	-10	4	3	0	0.6	6	-2
CC(c1ccccc1)C1CC(=O)N(c2ccc(C(=O)O)cc2)C1=O (centres undefined)	4	-2	-8	3	-1	-1	-4	-0.9	9	1
CCN1CCc2c(sc(NC(=S)NC(=O)c3ccc(Cl)cc3)c2C(N)=O)C1	18*	4	0	8	-144	17	-3	-268	-2	-2
Cc1ccc2cccnc2c1NC(=S)NC(=O)c1ccccc1	-15	-4	-13	-9	-2	-3	3	1.9	2	0
CC(=O)Nc1cccc(NC(=O)CSc2n[nH]c(-c3ccccc3)n2)c1	-6	-4	-4	-7	2	-2	1	0.1	6	-1
COCCn1c(C(C)C)nc2ccccc21	0	2	7	2	2	0	1	-0.5	1	2
O=C1c2ccccc2C(=O)N1C1C(=O)N2CCSC12C(=O)OCc1ccccc1 (centres undefined)	-2	1	0	4	-7	2	-7	-0.3	-1	1
N#C/C(=C\c1cc(Br)ccc1F)C(=O)NC1CC1	9	24	2	2	4	-2	1	-1.5	-3	-6
Cc1cnn(C(=O)c2cc(-c3ccccc3)nc3ccccc23)c1	5	0	-6	4	8	0	3	-3.2	1	1
Cc1ccc(C(=O)NC(NCc2ccco2)C(Cl)(Cl)Cl)cc1 (centres undefined)	10	9	-2	-3	2	-4	0	0.1	1	0
O=C(Cc1ccc(Cl)c(Cl)c1)Nc1cccc(S(=O)(=O)N2CCOCC2)c1	-10	-10	-26	-11	-1	1	-7	1.6	5	1
CC1CCCC(C)N1C(=O)CSc1nc2ccccc2c(=O)[nH]1 (centres undefined)	-5	7	1	3	-1	0	0	-2.1	7	-2
CCCCCCn1cc(CN2CC(N(C)CC)CS2(=O)=O)nn1 (centres undefined)	-2	4	.	6	3	7	9	-0.3	-3	0
O=C(N/N=C/c1ccc(-c2ccc(S(=O)(=O)Nc3ncccn3)cc2)o1)c1cc2ccccc2cc1O	10	-15	57*	1	10	17	18	-1.2	-2	17
Cc1ccc(OCC(=O)OCC(=O)NC2CC2)cc1C	1	4	7	2	-4	-1	1	1.0	3	-2
C=CCn1c(O)c(N=NC(=O)CNC(=O)c2ccncc2)c2ccccc21	-7	-8	0	-3	6	-3	5	-1.0	-5	-4
CCc1nc2ccc(C(=O)N3CCN(C(=O)c4ccco4)CC3)cn2c1N(CC)Cc1cccc(Br)c1	-3	-6	.	-6	4	4	-2	1.1	0	-2
O=C(CSc1nnc(NC(=O)C2CC2)s1)Nc1cccc(F)c1	-6	-11	-4	3	2	0	-1	-0.2	5	0
O=c1[nH]c(N2CCN(c3ccccc3)CC2)nc2c1CCCC2	-1	6	7	-6	4	2	-7	1.5	-1	3

2 compounds picked at random from the list so far, as already listed:
canonical_smiles	SIAE inh	TDP2 absorb	HTRA1 inhibitor	ABHD4 inh	LEDGF integ inh	UHRF1 MBD2 ctr	TCR-CD3 inh	PG9 Ab binder	Tn7 DDE FP	PRMT1 FP inh
O=C(c1cc2c(s1)CCCC2)N1CCN(Cc2ccc3c(c2)OCO3)CC1	-2	-7	-11	-2	0	7	-2	-0.3	10	1
CCc1nc2ccc(C(=O)N3CCN(C(=O)c4ccco4)CC3)cn2c1N(CC)Cc1cccc(Br)c1	-3	-6	.	-6	4	4	-2	1.1	0	-2

(continued)
canonical_smiles	SIAE inh	TDP2 absorb	HTRA1 inhibitor	ABHD4 inh	LEDGF integ inh	UHRF1 MBD2 ctr	TCR-CD3 inh	PG9 Ab binder	Tn7 DDE FP	PRMT1 FP inh
COc1ccccc1N1CCN(C(=O)c2ccc(Cl)c(S(=O)(=O)NCc3ccco3)c2)CC1	6	3	6	-4	2	-6	2	-0.4	-8	-1
COc1cc(OC)c(C(=S)N2CCCC2)cc1OC	4	-3	5	1	1	-1	0	1.2	3	2
Nc1cc(C(=O)c2ccccc2)ccc1[N+](=O)[O-]	-6	5	3	-2	0	2	10	-3.8	-1	-3
Nc1c2c(nc3ccc(Br)cc13)N(Cc1ccccc1)CC2	10	2	-7	7	-2	-1	-3	3.6	2	3
COC(=O)c1ccc(COc2ccc(/C=N/Nc3cccc(C(=O)O)c3)cc2)cc1	4	-3	-14	21	-1	12	2	0.3	2	6
O=C(C[C@@H]1CC[C@@H]2[C@H](COC[C@H](O)CN2Cc2cccc(C(F)(F)F)c2)O1)NCc1ccc(Cl)cc1	4	-1	.	1	-2	0	-8	2.3	1	1
O=C(COC(=O)CCc1c[nH]c2ccccc12)NC1CCS(=O)(=O)C1 (centres undefined)	4	3	6	-3	1	-1	5	0.3	3	1
Cc1cccc(CC(=O)Nc2c3c(nn2-c2cccc(Cl)c2)CS(=O)C3)c1 (centres undefined)	2	-9	5	4	-2	-3	3	-3.3	-2	0
OCCNCCCCOc1ccccc1F	1	4	6	9	4	-3	5	3.0	-1	-7
CCC(C)c1ccc(NC(=O)C2CCCN(c3ncccn3)C2)cc1 (centres undefined)	-4	8	-15	-14	2	-1	-8	-0.1	-5	-3
COc1cc(-c2nnc(CSc3nnc(Nc4ccc(C(C)C)cc4)s3)o2)cc(OC)c1OC	6	1	-3	5	-2	-4	0	-2.5	-3	0
Cc1c(Cl)cc(C(C)C)c(O)c1CN1CCOCC1	2	2	2	-3	2	4	3	1.0	6	2
CCOc1ncccc1C(=O)OCC(=O)c1c(N)n(C)c(=O)n(C)c1=O	-7	-13	-1	-3	0	2	-2	-5.4	1	0
S=C(NCc1ccccc1)NCc1ccccc1	0	8	0	-4	-1	1	-1	-1.9	-2	-1
CC(=O)Nc1ccc(NC(C)=O)c(NC2OCC(O)C(O)C2O)c1 (centres undefined)	1	16	7	7	-3	-2	-4	-1.0	2	2
CCOC(=O)C[C@@H]1OC2CCCCC2N1S(=O)(=O)c1ccc(C)cc1 (some centres undefined)	2	-7	.	5	5	0	2	1.4	-1	-6
